# Bioassay records from PubChem BioAssay.
# IDE cell inh: cellular human IDE inhibition; P14735; HEK cells, FAbetaB cleavage, fluorescence polarization; inhibition, % at 5.59 µM; actives 0.41% (n = 320,000); AID 434962;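 active = percent inhibition above the average of all tested compounds plus 3 SD, set per screening campaign, cut at about 16% in these data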;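 also: IDE supplied by intact live HEK cells; FP after avidin binding of uncleaved biotin substrate so inhibition keeps polarization high; 0% = DMSO wells and 100% = 60 µM reference IDE inhibitor Ii1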
# CHRM5 PAM: potentiates acetylcholine response at human M5 receptor; CHO-K1 hM5, Fluo-8 calcium, ACh EC20 PAM; 0% = ACh EC20, 100% = ACh EC100; activation, % at 3 µM; AID 624038; P08912; actives 0.3% (n = 360,000);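 active = activation above the run cutoff, the mean activation of all test compounds plus 3 SD, cut at about 18% in these data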
# Target sequence (P08912 whole entry, looked up): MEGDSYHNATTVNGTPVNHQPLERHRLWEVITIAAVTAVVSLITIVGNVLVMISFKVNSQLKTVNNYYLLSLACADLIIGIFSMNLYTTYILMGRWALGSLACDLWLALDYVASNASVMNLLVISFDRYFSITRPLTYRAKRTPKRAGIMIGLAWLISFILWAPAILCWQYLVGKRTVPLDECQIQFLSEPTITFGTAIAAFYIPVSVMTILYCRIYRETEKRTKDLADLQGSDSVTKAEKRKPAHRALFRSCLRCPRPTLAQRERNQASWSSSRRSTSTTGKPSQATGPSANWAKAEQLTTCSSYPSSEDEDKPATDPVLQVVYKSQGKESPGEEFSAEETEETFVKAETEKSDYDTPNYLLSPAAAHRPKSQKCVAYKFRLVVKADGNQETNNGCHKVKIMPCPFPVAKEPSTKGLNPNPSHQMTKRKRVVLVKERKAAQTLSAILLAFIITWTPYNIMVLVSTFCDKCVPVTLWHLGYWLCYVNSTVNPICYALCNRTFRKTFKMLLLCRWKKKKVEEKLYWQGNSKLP
#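 Assay system – human M5 receptor in CHO-K1 cells · Read-out – % activation, ACh-normalized · Technique – Fluo-8 calcium fluorescence · Dosing – single-point, 3 µM nominal · Incubation – Fluo-8 loading 80 min at 37 °C plus 30 min room temperature · Repeats – singlicate, one well per test compound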
# CHRM4 PAM: positive allosteric modulators of human muscarinic M4 receptor; CHO-K1 hM4/Gqi5, Fluo-8 calcium fluorescence, ACh EC20; 0% = ACh EC20, 100% = maximal ACh; activation, % at 3 µM; actives 0.4% (n = 360,000);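 active = activation above its plate's cutoff, the mean activation of sample wells plus 3 SD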; also: some results filed as inactive read as strong as hits
# Target sequence (P08173 whole entry, looked up): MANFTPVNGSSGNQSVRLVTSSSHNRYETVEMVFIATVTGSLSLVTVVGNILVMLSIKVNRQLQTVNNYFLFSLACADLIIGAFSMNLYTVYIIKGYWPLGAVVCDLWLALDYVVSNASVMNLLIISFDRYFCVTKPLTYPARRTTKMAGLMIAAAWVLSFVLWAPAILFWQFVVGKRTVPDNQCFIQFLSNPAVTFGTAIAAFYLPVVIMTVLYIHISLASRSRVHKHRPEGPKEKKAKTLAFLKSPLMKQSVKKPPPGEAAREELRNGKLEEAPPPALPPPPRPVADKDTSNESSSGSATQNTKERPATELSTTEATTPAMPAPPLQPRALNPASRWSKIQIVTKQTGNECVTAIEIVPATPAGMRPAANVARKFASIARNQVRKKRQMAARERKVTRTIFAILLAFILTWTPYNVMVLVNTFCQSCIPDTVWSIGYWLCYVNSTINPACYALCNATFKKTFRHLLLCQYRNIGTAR
# CRFBP-R2 agonist: CRF-BP/CRF-R2 complex agonism | activation, % at 13.2 µM | HEK293 CRF-R2/CRF-BP, calcium dye fluorescence (FLIPR); percent of saturating CRF peptide response | actives 0.46% (n = 350,000);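 active = activation of at least 50%, plus an integration ratio under a set limit after plate pattern correction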;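 also: plate controls were neutral control wells without compound for no effect and CRF at EC100 for full effect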
# CHRM5 agonist: agonists of human muscarinic M5 receptor (CHRM5); P08912; activation, % at 3 µM; actives 0.19% (n = 360,000); CHO-K1 hM5 cells, Fluo-8 calcium fluorescence; 0% DMSO wells, 100% maximal acetylcholine response; AID 624037;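 active = activation above the run's mean over test compounds plus 3 SD, cut at about 23% in these data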;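 also: signal is peak over basal fluorescence ratio across the kinetic read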
# M4 ag: CHRM4 agonism in calcium assay | P08173 | CHO-K1 hM4/Gqi5, Fluo-8 calcium fluorescence; vehicle 0%, full acetylcholine response 100% | activation, % at 3 µM | actives 0.14% (n = 360,000) | AID 624127;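 active = activation above the run mean over all test wells plus 3 SD, cut at about 32% in these data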;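 also: peak over basal fluorescence ratio per well then scaled between controls; 0% = DMSO wells and 100% = acetylcholine at EC100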
# M5 antag: CHRM5 antagonism in calcium assay. P08912. AID 624040. CHO-hM5 cells, Fluo-8 calcium fluorescence, ACh EC80. inhibition, % at 3 µM. actives 0.59% (n = 360,000);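 active = inhibition above a per-plate cutoff, the mean of that plate's test compounds plus 3 SD, cut at about 27% in these data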;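 also: 0% = acetylcholine EC80 with DMSO and 100% = DMSO without agonist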
# CRFBP-R2 block: antagonists of CRF-binding protein/CRF-R2 receptor complex; HEK293 CRF-R2/CRF-BP, CRF-induced calcium fluorescence; inhibition, % at 11.8 µM; actives 0.59% (n = 350,000);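 active = inhibition of the ligand-induced calcium signal above about 50% at the single tested concentration, limit read from the data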
# M4 antag: blocks acetylcholine activation of human M4 receptor; P08173; CHO-hM4 cells, ACh EC80, Fluo-8 calcium fluorescence; inhibition, % at 3 µM; actives 0.73% (n = 360,000); AID 624125;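 active = inhibition above its plate's cutoff, the mean inhibition of sample wells plus 3 SD, cut at about 27% in these data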;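 also: 0% = acetylcholine EC80 with DMSO and 100% = DMSO without agonist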
# * hit, by the source's call; nt = not tested or not shown.
# Below each SMILES: IDE cell inh	CHRM5 PAM	CHRM4 PAM	CRFBP-R2 agonist	CHRM5 agonist	M4 ag	M5 antag	CRFBP-R2 block	M4 antag
O=C(CC(C(=O)c1ccccc1)c1ccccc1)c1ccccc1 (stereo unspecified)
  nt	-27	-7	3.1	-2	7	17	-4	17
Cn1nnnc1SCc1cn2cccnc2n1
  3	-10	15	-1.3	-10	1	8	0	8
Cn1nccc1C(=O)N1CCCC(C(=O)c2ccc(C(F)(F)F)cc2)C1 (stereo unspecified)
  5	0	-2	0.6	0	3	12	-9	-2
CC(=O)c1ccc(OCC(O)CN2CCN(CCO)CC2)cc1 (stereo unspecified)
  1	-5	-6	0.4	2	0	2	5	1
Cc1cc(F)ccc1S(=O)(=O)Nc1ccccc1C(=O)NC1CCN(Cc2ccccc2)CC1
  nt	-3	-8	17	-2	9	1	1	1
CC1(N2CCOCC2)C(=O)c2ccccc2C1=O
  4	3	10	-2.5	-2	0	3	9	-5
CC(=O)c1ccc(N2C(=NC(=O)CCc3ccccc3)SC3CS(=O)(=O)CC32)cc1 (stereo unspecified)
  1	-6	0	-1.3	-5	1	3	-3	4
O=c1ccc(-c2ccc(S(=O)(=O)N3CCCCC3)o2)n[nH]1
  6	-6	-4	-0.5	-3	1	9	-12	13
CCC(=O)N1Cc2cc(C(=O)Nc3nccs3)nc(-c3cccc(-c4ccccc4OC)c3)c2[C@@H]1CCO
  nt	-21	-9	nt	3	21	10	nt	17
O=C(Nc1cccc(-c2nc3ncccc3o2)c1)c1sc2ccccc2c1Cl
  0	-1	14	0.7	0	1	6	25	-3
COc1ccc(NCC(O)Cn2cnc3c2c(=O)n(C)c(=O)n3C)cc1 (stereo unspecified)
  0	-3	0	-3.9	1	1	0	13	6
CN(C)S(=O)(=O)c1ccc(C(=O)OCc2nnc(-c3ccccc3)o2)cc1
  8	-1	-12	-1.2	-1	7	2	2	-4
COc1ccc(-c2[nH]nc3c2C(c2ccccc2OC(=O)N2CCOCC2)C(C#N)=C(N)O3)cc1 (stereo unspecified)
  0	-9	-2	3.2	-2	1	16	-1	4
COc1ccc(NC(=O)Nc2nnc([C@H]3C[C@H](O)[C@@H](CO)O3)s2)cc1
  nt	-3	2	nt	1	1	-1	nt	-9
COc1cc(/C=C(/C#N)c2nc3ccccc3[nH]2)ccc1OCC(=O)Nc1ccccc1C
  3	1	2	1.1	1	1	-2	-9	-1
COc1ccc(OC)c(-c2nc(C(=O)NCC3CCCO3)cc3c2[nH]c2ccccc23)c1 (stereo unspecified)
  0	-7	-7	-0.9	0	8	6	10	-2
O=[N+]([O-])c1ccc(O)c2cccnc12
  0	-4	4	-1.0	-5	2	15	21	3
CCOC(=O)Cn1c(=NC(=O)C(C)C)sc2c(C)cc(C)cc21
  2	1	-3	-0.4	-9	-1	0	1	-9
N#Cc1cccc(NC(=O)COC(=O)c2cccc(N3C(=O)c4ccccc4C3=O)c2)c1
  3	-12	-11	-0.5	4	14	9	1	17
Cc1cccc(N2C(=O)C3CCCN3C2=S)c1C (stereo unspecified)
  -1	-2	11	-1.5	2	1	-1	8	1

# An excerpt from above in order of their number in M4 ag, low to high.
Molecule | IDE cell inh | CHRM4 PAM | CRFBP-R2 agonist | CHRM5 agonist | M4 ag | M5 antag | CRFBP-R2 block | M4 antag
O=C(Nc1cccc(-c2nc3ncccc3o2)c1)c1sc2ccccc2c1Cl | 0 | 14 | 0.7 | 0 | 1 | 6 | 25 | -3
O=C(CC(C(=O)c1ccccc1)c1ccccc1)c1ccccc1 (stereo unspecified) | nt | -7 | 3.1 | -2 | 7 | 17 | -4 | 17
Cc1cc(F)ccc1S(=O)(=O)Nc1ccccc1C(=O)NC1CCN(Cc2ccccc2)CC1 | nt | -8 | 17 | -2 | 9 | 1 | 1 | 1

# More records:
# Below each SMILES: IDE cell inh	CHRM5 PAM	CHRM4 PAM	CRFBP-R2 agonist	CHRM5 agonist	M4 ag	M5 antag	CRFBP-R2 block	M4 antag
COC(=O)Nc1nn(Cc2ccccc2F)cc1Br
  0	1	7	-1.4	-2	0	1	38	3
CN(C)c1ccc(C(C(=O)NC2CCCC2)N(C(=O)c2ccco2)C2CC2)cc1 (stereo unspecified)
  -3	1	-1	-3.1	-2	3	8	1	6
CCC(=O)N1CCc2cc(S(=O)(=O)NCCC(=O)NC3CCCCCC3)ccc21
  -5	-1	2	-0.2	0	6	-1	0	-5
O=C(CN1C(=O)NC2(CCc3ccccc32)C1=O)Nc1ccccc1Cl (stereo unspecified)
  7	10	9	-0.2	5	2	8	-6	-6
O=C1C2C3C=CC(C3)C2C(=O)N1c1ccccc1OS(=O)(=O)c1ccccc1 (stereo unspecified)
  1	-3	-6	-0.1	3	2	3	1	12
Cc1ccccc1C(=O)NCC(=O)NNC(=S)NC(=O)c1ccccc1C
  1	3	3	-1.4	-1	0	-2	-4	-1
COc1ccc(OC)c(S(=O)(=O)n2c([N+](=O)[O-])cnc2C)c1
  -5	0	1	0.2	1	0	0	-8	0
COc1ccccc1N=C1SC(C(=O)Nc2ccc(F)cc2)CC(=O)N1C (stereo unspecified)
  0	-2	-4	-0.1	-1	4	2	-24	-1
COc1ccc(CSc2nnc(C)n2N)cc1
  -2	2	2	2.3	-9	0	-1	-9	-5
CCCc1nc2ccccc2c(C(=O)OCC(=O)NCc2ccco2)c1CC
  -1	-7	-6	-0.1	-2	2	4	-19	8
CCOC(=O)Nc1sc(C)c(C)c1C(N)=O
  0	-2	12	-0.5	-1	1	2	17	26
CC(C)OC(=O)CSc1nc(N)c(C#N)c(-c2ccco2)c1C#N
  -4	-3	-8	0.8	-3	3	-8	-5	-2
O=C(OCc1nc2ccccc2[n+]([O-])c1C(=O)c1ccccc1)c1cccs1
  -7	0	7	-1.9	-2	2	-11	-7	-6
COc1cccc(C(c2sc3nc(C)nn3c2O)N2CCc3ccccc3C2)c1 (stereo unspecified)
  -2	-15	-10	1.7	0	13	12	1	-6
CCN(CC)C(=O)c1ccc(NS(=O)(=O)c2ccc3[nH]c(=O)[nH]c3c2)cc1
  nt	-10	-1	-1.1	-2	1	12	2	10
Cc1cc(C)c(S(=O)(=O)n2cc(C(C)C(N)C(=O)O)c3ccccc32)c(C)c1 (stereo unspecified)
  -4	7	4	-1.3	-1	0	2	-1	-10
CCN(CC)S(=O)(=O)c1ccc2c(c1)nc(CCC(=O)OCC(=O)Nc1cc(OC)cc(OC)c1)n2C
  7	-5	-7	0.8	-1	6	3	-4	-1
CCCCCCCCNC(=O)c1cccnc1SCC(=O)Nc1ccccc1OC
  -3	1	3	-0.1	2	0	-6	1	-3
Cc1cccc(NCc2nc(-c3ccccc3)no2)c1
  3	-1	-4	-2.6	-3	-2	0	24	-1
CCCc1[nH]n(-c2nc3ccccc3s2)c(=O)c1C=NCC(C)C
  3	-2	6	-1.1	-4	0	-1	15	-3

# Reformatted: results already given
Compound	IDE cell inh	CHRM5 PAM	CHRM4 PAM	CRFBP-R2 agonist	CHRM5 agonist	M4 ag	M5 antag	CRFBP-R2 block	M4 antag
COC(=O)Nc1nn(Cc2ccccc2F)cc1Br	0	1	7	-1.4	-2	0	1	38	3
CN(C)c1ccc(C(C(=O)NC2CCCC2)N(C(=O)c2ccco2)C2CC2)cc1 (stereo unspecified)	-3	1	-1	-3.1	-2	3	8	1	6
CCC(=O)N1CCc2cc(S(=O)(=O)NCCC(=O)NC3CCCCCC3)ccc21	-5	-1	2	-0.2	0	6	-1	0	-5
O=C(CN1C(=O)NC2(CCc3ccccc32)C1=O)Nc1ccccc1Cl (stereo unspecified)	7	10	9	-0.2	5	2	8	-6	-6
O=C1C2C3C=CC(C3)C2C(=O)N1c1ccccc1OS(=O)(=O)c1ccccc1 (stereo unspecified)	1	-3	-6	-0.1	3	2	3	1	12
Cc1ccccc1C(=O)NCC(=O)NNC(=S)NC(=O)c1ccccc1C	1	3	3	-1.4	-1	0	-2	-4	-1
COc1ccc(OC)c(S(=O)(=O)n2c([N+](=O)[O-])cnc2C)c1	-5	0	1	0.2	1	0	0	-8	0
COc1ccccc1N=C1SC(C(=O)Nc2ccc(F)cc2)CC(=O)N1C (stereo unspecified)	0	-2	-4	-0.1	-1	4	2	-24	-1
COc1ccc(CSc2nnc(C)n2N)cc1	-2	2	2	2.3	-9	0	-1	-9	-5
CCCc1nc2ccccc2c(C(=O)OCC(=O)NCc2ccco2)c1CC	-1	-7	-6	-0.1	-2	2	4	-19	8
CCOC(=O)Nc1sc(C)c(C)c1C(N)=O	0	-2	12	-0.5	-1	1	2	17	26
CC(C)OC(=O)CSc1nc(N)c(C#N)c(-c2ccco2)c1C#N	-4	-3	-8	0.8	-3	3	-8	-5	-2

# Carrying on.
# Below each SMILES: IDE cell inh	CHRM5 PAM	CHRM4 PAM	CRFBP-R2 agonist	CHRM5 agonist	M4 ag	M5 antag	CRFBP-R2 block	M4 antag
CCC(=O)NC(c1cc(Cl)c2ccccc2c1O)C1CC1 (stereo unspecified)
  6	-6	-4	-2.3	-5	0	6	1	-1
CCCC(=O)Nc1nc2nc(-c3ccccc3)cc(-c3ccccc3)n2n1
  4	0	-1	-0.7	-2	1	0	-1	-4
CCn1cc(C(=O)NCCC(=O)OC)c(=O)c2cc3c(cc21)OCO3
  3	1	6	-2.9	-2	1	3	20	-3
O=C1CSC(=S)N1c1cccc(O)c1
  nt	-2	-9	-1.9	-2	1	8	-4	12
Cc1ccc(S(=O)(=O)N2c3ccccc3NC(=O)CC2C)cc1 (stereo unspecified)
  -1	9	7	-2.5	-4	1	1	-21	0
CCOC(=O)C1=C(c2ccccc2)OC(N)=C(C#N)C1c1ccc(Cl)s1 (stereo unspecified)
  -3	0	12	-4.0	-1	1	2	0	-2
CCCCOC(=O)CCc1nc2ccccc2[nH]1
  2	3	3	1.2	-1	-1	0	48	2
CCc1ccccc1NC(=O)c1ccc(CN2CCC(Cc3ccccc3)CC2)cc1
  6	-26	-21	0.7	-4	6	14	-8	36*
CCCCN(C(=O)CSc1nncn1-c1ccccc1)c1c(N)n(Cc2ccccc2)c(=O)[nH]c1=O
  2	-3	1	0.7	-4	0	-2	-2	4
O=C(CCn1nc(-c2ccccc2)ccc1=O)N1CCOCC1
  10	4	7	-1.9	1	2	-1	120*	3
O=C(NCc1ccccc1)NC1(C(=O)N2CCOCC2)CCCCC1
  -1	42*	-1	0.8	-3	0	-8	17	24
C/C(=N\NC(=S)NC(C)C)c1ccc2c(c1)OCCO2
  -2	0	5	-3.5	-3	0	3	14	6
CCC1CCCCN1S(=O)(=O)c1ccc(NC(=O)c2cccs2)cc1 (stereo unspecified)
  6	-14	-8	-0.4	0	8	2	6	2
CCOC(=O)c1cccc(N2C(=O)c3ccccc3S2(=O)=O)c1
  4	-8	-2	-0.6	1	0	15	1	5
CCc1noc2c1/C(=N\O)CC(c1ccccc1)C2 (stereo unspecified)
  5	-3	18	-2.3	-8	0	0	15	-14
COc1ccc(CNC(=O)OC23CN(C(=O)OC(C)C)N(C(=O)OC(C)C)CC2(O)CN(S(=O)(=O)c2ccc(C)cc2)C3)cc1OC (stereo unspecified)
  nt	-5	-6	2.1	0	13	7	0	-22
CCc1n[nH]c2c1/C(=N\O)CC(c1ccccc1)C2 (stereo unspecified)
  -3	-1	-1	-1.5	-1	1	-7	7	2
Cc1c(Cl)ccc2c(C(=O)NCCN3CCCCC3)cc(-c3ccccn3)nc12
  0	3	10	3.8	-11	3	6	-17	-9
